# Compound activity from PubChem BioAssay.
# PAFAH1B2 inh: blocks human PAF acetylhydrolase 1b catalytic subunit 2. recombinant PAFAH1B2, FP-rhodamine activity probe, fluorescence polarization. 340,000 tested, 1.2% active. P68402. inhibition, % at 3.39 µM. AID 492953;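 active = inhibition above the mean of all tested compounds plus 3 SD, cut at about 24% in these data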;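 note: 0% = enzyme with DMSO and 100% = wells lacking PAFAH1B2; many of its hits are not listed in these tables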
# Target sequence (P68402 whole entry, looked up): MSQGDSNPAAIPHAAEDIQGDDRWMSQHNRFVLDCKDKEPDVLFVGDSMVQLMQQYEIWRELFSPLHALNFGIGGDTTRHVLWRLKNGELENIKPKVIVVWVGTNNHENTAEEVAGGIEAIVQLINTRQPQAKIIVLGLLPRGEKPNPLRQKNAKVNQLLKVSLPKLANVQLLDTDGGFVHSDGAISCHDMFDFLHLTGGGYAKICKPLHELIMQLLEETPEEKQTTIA
# PME-1 inh: blocks human protein phosphatase methylesterase 1. Q9Y570. recombinant PME-1, FP-Rh probe fluorescence polarization. inhibition, % at 5.9 µM. 320,000 tested, 0.53% active. AID 2130;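 active = inhibition above the campaign mean of all compounds plus 3 SD, cut at about 26% in these data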;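 note: competitive labeling of PME-1 active site by serine hydrolase directed probe; 0% = PME-1 with DMSO and 100% = wells lacking PME-1 enzyme; inhibitors block probe labeling so polarization falls and inhibition rises; many of its hits are not listed in these tables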
# Target sequence (Q9Y570 whole entry, looked up): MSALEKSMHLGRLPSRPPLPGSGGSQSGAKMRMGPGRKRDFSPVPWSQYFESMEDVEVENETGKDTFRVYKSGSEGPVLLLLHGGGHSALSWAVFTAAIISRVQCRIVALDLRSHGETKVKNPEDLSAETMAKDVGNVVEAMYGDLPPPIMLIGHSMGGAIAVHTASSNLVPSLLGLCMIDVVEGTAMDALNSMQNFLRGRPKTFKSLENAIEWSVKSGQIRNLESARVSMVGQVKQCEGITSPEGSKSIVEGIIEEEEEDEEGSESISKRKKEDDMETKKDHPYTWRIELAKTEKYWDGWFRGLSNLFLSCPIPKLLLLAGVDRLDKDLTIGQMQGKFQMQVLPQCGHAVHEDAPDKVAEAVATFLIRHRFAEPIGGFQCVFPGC
# GSTO1 counter: GSTO1 inhibition, counter-screen for RBBP9 inhibitors; recombinant GSTO1, activity-based probe fluorescence polarization; inhibition, % at 5.96 µM; P78417; 300,000 tested, 1.1% active;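 active = inhibition above the campaign mean inhibition plus 3 SD, cut at about 35% in these data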;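 note: 0% = GSTO1-1 with DMSO and 100% = wells lacking GSTO1-1 enzyme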
# PAFAH1B3 inh: PAFAH1B3 (human) inhibition. AID 492972. 340,000 tested, 0.28% active. inhibition, % at 3.39 µM. Q15102. recombinant PAFAH1B3, FP-rhodamine probe, fluorescence polarization;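 active = inhibition above the screen-wide average of all tested compounds plus 3 SD, cut at about 25% in these data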;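 note: 0% = enzyme with DMSO only and 100% = wells lacking PAFAH1B3 protein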
# pPAFAH inh: inhibitors of human plasma PAF acetylhydrolase (pPAFAH) | recombinant pPAFAH, FP-rhodamine probe fluorescence polarization | AID 463082 | 330,000 tested, 1.5% active | Q13093 | inhibition, % at 3.39 µM;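 active = inhibition above the mean inhibition across the screen plus 3 SD, cut at about 25% in these data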;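 note: inhibitors block binding of the rhodamine activity-based probe so polarization drops; 0% = enzyme with DMSO and 100% = wells lacking pPAFAH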
# LYPLA1 inh: LYPLA1 (human) inhibition in PME1 counter-screen | O75608 | recombinant LYPLA1, FP-Rh probe fluorescence polarization | inhibition, % at 5.9 µM | 320,000 tested, 0.16% active;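 active = inhibition above the mean of all tested compounds plus 3 SD, set per campaign, cut at about 14% in these data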;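 note: inhibitors block serine hydrolase probe labeling of LYPLA1 so polarization falls; 0% = enzyme with DMSO and 100% = wells lacking LYPLA1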
# Target sequence (O75608 whole entry, looked up): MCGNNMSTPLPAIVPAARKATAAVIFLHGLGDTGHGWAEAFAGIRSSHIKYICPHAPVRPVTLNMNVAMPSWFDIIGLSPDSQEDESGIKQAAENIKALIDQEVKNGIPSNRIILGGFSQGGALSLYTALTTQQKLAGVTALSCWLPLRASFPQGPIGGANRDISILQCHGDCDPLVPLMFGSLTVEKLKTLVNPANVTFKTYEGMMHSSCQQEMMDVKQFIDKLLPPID
# PAD4 FP inh: PAD4 (human) enzyme inhibition; Q9UM07; recombinant PAD4, RCA probe fluorescence polarization; inhibition, % at 6.36 µM; 330,000 tested, 0.41% active; AID 485272;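 active = percent inhibition above a cutoff equal to the mean of all tested compounds plus 3 SD, cut at about 15% in these data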;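 note: 0% = PAD4 with RCA probe and DMSO and 100% = probe without PAD4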
# LYPLA2 inh: counter-screen for PME1 inhibitors: inhibitors of human LYPLA2; O95372; AID 2177; 320,000 tested, 0.38% active; inhibition, % at 5.9 µM; recombinant LYPLA2, FP-Rh probe fluorescence polarization;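 active = inhibition above the screen-wide mean plus 3 SD, limit set per campaign, cut at about 26% in these data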;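 note: 0% = LYPLA2 with DMSO and 100% = wells lacking LYPLA2 enzyme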
# PAFAH2 FP inh: inhibitors of human PAFAH2; recombinant PAFAH2, FP-rhodamine activity probe, fluorescence polarization; inhibition, % at 3.39 µM; 340,000 tested, 0.99% active; AID 492956;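 active = inhibition above the mean over all tested compounds plus 3 SD, cut at about 30% in these data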;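 note: inhibitors block probe labeling of enzyme so polarization drops; 0% = enzyme with DMSO and 100% = wells lacking PAFAH2 protein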
# Starred values were filed as active, the others as inactive; · = no result given. The list is partial, so the mix of outcomes need not match the whole.
compound,PAFAH1B2 inh,PME-1 inh,GSTO1 counter,PAFAH1B3 inh,pPAFAH inh,LYPLA1 inh,PAD4 FP inh,LYPLA2 inh,PAFAH2 FP inh
CC(=O)Nc1ccc(NC(=O)CSc2nc3ccccc3o2)cc1,3.5,3.8,-2.7,1.0,2.1,0.6,-2.0,-7.5,-5.6
CC1CCN(c2oc(-c3ccccc3F)nc2C#N)CC1,-2.2,-4.7,1.4,-1.3,6.9,1.8,-3.2,1.4,-0.7
Cc1ccc(S(=O)(=O)c2nc(-c3ccccc3Cl)oc2N2CCN(C)CC2)cc1,1.0,·,·,0.0,4.7,·,2.4,·,3.8
CCC(C)NC(=O)CN(c1ccc(Cl)c(Cl)c1)S(C)(=O)=O (configuration not stated),0.3,-0.6,5.0,4.5,-0.6,-1.2,1.2,0.4,0.5
CCOC(=O)CC(NS(=O)(=O)Cc1ccccc1)c1ccc(C)cc1 (configuration not stated),8.1,1.6,3.4,5.1,4.9,-2.5,0.2,0.5,1.8
COc1ccc(-c2cc(C(F)F)n3ncc(C(=O)n4ccnc4C)c3n2)cc1,-1.1,-7.3,-0.4,5.3,2.1,-5.1,-0.8,-3.3,30.4*
Cc1ccc([N+](=O)[O-])cc1NC(=O)Nc1onc(C)c1C,5.9,-1.5,0.4,7.1,2.2,0.3,2.0,-0.2,-4.3
O=C(Cn1cc(Cl)ccc1=O)c1ccc(Cl)cc1,1.6,4.2,-2.2,-1.8,3.3,-0.6,1.0,-2.2,-1.8
CCOC(=O)C1=C(CC)OC(N)=C(C#N)C1c1cc(OC)ccc1OC (configuration not stated),10.1,1.5,1.6,3.4,-2.4,3.4,0.5,-3.6,5.7
c1ccc(N2CC3CCc4ccccc4C3=N2)cc1 (configuration not stated),7.6,3.1,17.3,5.3,6.0,3.5,-2.7,7.8,-4.0
Cn1nccc1NC(=O)CC1(CC(=O)O)CCCCC1,·,0.5,8.6,·,6.2,1.4,0.2,7.5,·
Cc1ccc2nc(N3C(=O)C(O)=C(C(=O)c4ccco4)C3c3cccs3)sc2c1 (configuration not stated),1.9,-20.2,-27.4,0.5,21.8,-8.1,-15.7,-10.6,23.4
CCCc1cc(NCC2CCCO2)n2c(nc3ccccc32)c1C#N (configuration not stated),1.0,5.7,-11.6,5.8,3.7,7.8,6.8,4.5,0.7
O=c1c2ccccc2ncn1Cc1cccc2ccccc12,3.8,0.5,5.8,4.9,3.0,-1.1,-1.4,12.9,4.4
COC(=O)c1cnn2c(C(F)(F)F)cc(-c3ccccc3)nc12,5.6,6.2,2.5,5.7,3.2,-0.1,5.9,6.0,5.8
Cc1cc(C)n(NC(=S)NC2CCCCC2)c(=O)c1C#N,5.4,-3.6,4.9,11.9,1.6,0.6,-2.6,4.8,-10.3
CC(=O)c1ccc(S(=O)(=O)N2CCN(C(=O)c3ccc(-n4cncn4)c([N+](=O)[O-])c3)CC2)cc1,5.6,3.3,·,3.4,9.8,0.2,-0.7,4.5,6.1
COC(=O)Cc1ccc(NC(=S)N2CCC(Cc3ccccc3)CC2)cc1,-0.7,0.4,8.7,11.3,0.1,1.1,-2.5,6.3,2.9
CCOC(=O)Cc1csc(NC(=O)CSC2=NCCS2)n1,6.3,-4.6,-6.2,-1.1,-1.3,-2.5,3.3,-2.6,-4.6
O=[N+]([O-])c1nn(-c2ccc3c(c2)OCCO3)n(O)c1=NCCCO,5.9,-2.1,-3.7,-1.4,-0.9,-1.3,-0.3,-6.8,-1.0
CN(C)CCCNc1ccc(-c2n[nH]c(=O)c3ccccc23)cc1[N+](=O)[O-],7.4,-0.4,21.5,8.4,7.7,1.4,-1.4,3.5,4.8
CCC1CCCCN1C(=O)CSc1nc2ccsc2c(=O)n1Cc1ccccc1 (configuration not stated),3.4,6.4,-3.9,9.2,2.9,-3.4,6.6,1.9,1.5
COC(CNC(=O)C(=O)NCC1OCCN1C(=O)c1ccc(Cl)cc1)OC (configuration not stated),2.2,2.3,1.7,6.6,4.1,5.2,5.0,5.7,-1.5
Cc1cnc(C(=O)OCC(=O)c2cc(C)n(C)c2C)cn1,7.2,-1.9,9.5,8.2,1.5,2.8,-1.1,-5.9,11.4
COc1ccc(CCn2c(-c3ccco3)nc3ccccc3c2=O)cc1OC,-0.3,-6.2,1.3,2.9,-1.6,-2.2,-2.4,-3.2,-21.8
CCOC(=O)CSc1nnc(-c2ccc(OC)cc2OC)o1,3.3,-0.9,4.7,3.0,1.5,-3.8,-3.5,-1.6,12.3
O=C1CC2(CCN(C(=O)c3ccccc3Br)CC2)Oc2ccccc21,5.2,7.2,-4.6,3.6,1.9,1.2,-4.5,-1.1,2.8
CN(C)S(=O)(=O)c1cccc(C(=O)OCC(=O)Nc2sccc2C#N)c1,0.6,-2.1,-2.1,-0.1,8.2,-2.6,-6.2,0.2,7.8
CCCCC1(CC(=O)OC)C(=O)N(c2ccccc2)N(c2ccccc2)C1=O,6.5,0.1,3.8,6.3,6.4,-4.5,1.7,-3.7,-3.6
CCc1ccc(C2=CC(c3cc(Br)ccc3F)n3ncnc3N2)cc1 (configuration not stated),21.8,1.2,-5.2,11.5,15.7,0.9,-4.2,3.5,-8.8

# Pulled by compound from the list above, 2 records:
compound,PAFAH1B2 inh,PME-1 inh,GSTO1 counter,PAFAH1B3 inh,pPAFAH inh,LYPLA1 inh,PAD4 FP inh,LYPLA2 inh,PAFAH2 FP inh
CCOC(=O)C1=C(CC)OC(N)=C(C#N)C1c1cc(OC)ccc1OC (configuration not stated),10.1,1.5,1.6,3.4,-2.4,3.4,0.5,-3.6,5.7
COc1ccc(CCn2c(-c3ccco3)nc3ccccc3c2=O)cc1OC,-0.3,-6.2,1.3,2.9,-1.6,-2.2,-2.4,-3.2,-21.8

# (list continues)
compound,PAFAH1B2 inh,PME-1 inh,GSTO1 counter,PAFAH1B3 inh,pPAFAH inh,LYPLA1 inh,PAD4 FP inh,LYPLA2 inh,PAFAH2 FP inh
COc1ccc(C)cc1NC(=S)Nc1ccccc1SC,9.5,2.7,5.9,14.2,3.7,-3.0,-5.9,-1.7,6.2
Cc1cc(Cl)c(S(=O)(=O)N2CCN(c3ccccn3)CC2)cc1OCC(N)=O,3.8,7.3,5.4,5.8,3.3,-0.8,1.0,-3.8,6.0
Cc1ccccc1OCC(=O)N(Cc1cccs1)C1CCS(=O)(=O)C1 (configuration not stated),4.1,6.3,-3.8,5.6,6.7,3.0,-3.2,10.8,0.7
NS(=O)(=O)c1cccc(NC(=O)CSc2ncnc3ccccc23)c1,2.5,6.7,-7.5,2.9,-7.2,-5.2,9.0,-2.2,-2.4
Cc1ccc(C(=O)NCC(=O)OCC(=O)NC2CCCC(C)C2C)s1 (configuration not stated),4.2,-7.2,7.7,-6.0,2.2,-3.6,-2.4,3.2,47.9*
COc1ccc(/C=N/N2CCN(C)CC2)cc1O,6.1,2.9,4.6,10.1,2.3,-0.2,-6.7,-0.8,7.3
Cc1cccc(CCNC(=O)C2CCN(S(=O)(=O)c3cccc4nsnc34)CC2)c1,0.8,16.8,1.9,5.5,-0.3,3.2,6.1,2.9,7.2
CCCn1c(O)c(N=NC(=O)c2ccco2)c2ccccc21,1.0,2.8,1.8,4.3,3.0,-1.9,-0.3,-1.3,-1.8
CCCCC1CCC(c2nc(-c3cccnc3)no2)CC1 (configuration not stated),6.0,-0.2,8.1,2.3,2.7,1.6,-1.4,5.5,0.4
O=C(N/N=C/C=C/c1ccco1)c1ccccc1Cl,-0.2,-1.9,5.0,-3.1,18.5,-1.4,-3.0,-4.9,10.8
CC(OC(=O)Cn1cnc2ccccc2c1=O)C(=O)N(C)c1ccccc1 (configuration not stated),2.3,0.8,-3.2,7.4,-2.9,1.1,-2.0,2.8,6.8
O=[N+]([O-])c1cccc(/C=N/NC2=NCCCCC2)c1,5.2,-0.6,-6.9,0.8,1.5,2.0,-4.4,-1.8,1.1
CC(C)N1CC(C(=O)Nc2cc(Cl)cc(Cl)c2)CC1=O (configuration not stated),4.3,-1.2,-1.5,6.5,-1.6,-1.8,0.1,5.2,-4.1
Cc1ccc2c(c1)COc1c3ccc(C(=O)NCCO)cc3nn1-2,0.6,1.2,-0.2,-2.3,3.9,-1.5,-2.2,1.7,9.1
COc1ccc(NC(=O)COC(=O)COc2cccc3c2OC(C)(C)C3)cc1,3.2,3.8,-4.5,-2.4,12.9,-0.2,-0.8,1.4,-0.4
COc1ccc(N(CC(=O)Nc2cccnc2)S(C)(=O)=O)cc1,1.9,-5.9,2.9,1.3,5.8,-1.7,3.9,-4.2,-2.8
Cc1cccc(N2CCC(NCc3c(C(=O)N4CCCCC4)nc4c(C)cccn34)CC2)c1,-1.0,-2.2,1.0,4.9,-0.6,0.6,0.7,-1.5,-2.7
CCC(=O)NC(=S)NNC(=O)c1ccc(O)cc1,2.7,-4.2,16.2,1.5,-0.5,-1.6,-0.9,2.2,-0.9
Cc1cc(C)cc(OCC(=O)Nc2nc3ccc([N+](=O)[O-])cc3s2)c1,6.6,5.4,4.0,4.4,4.2,-1.6,-1.3,-2.5,8.8
Clc1cccc(N/N=C(\Cc2nc3ccccc3[nH]2)c2ccccc2)c1,-9.9,12.2,-6.5,-3.8,5.1,-7.8,1.5,5.0,-19.2
COc1ccc(C(=O)N/C(=C\c2ccc(OC)c(OC)c2)C(=O)N2CCCCC2)cc1,-2.3,7.5,-7.5,-6.8,2.9,0.5,0.5,-1.0,1.1
Brc1cnc(N2CCCC2)nc1N1CCOCC1,4.5,2.5,-1.3,7.2,5.4,3.6,3.2,11.4,8.3
O=C(CCNS(=O)(=O)c1ccc(Br)s1)NCc1ccc2c(c1)OCO2,12.5,-1.4,2.7,4.4,3.1,0.7,-5.1,-0.5,-9.0
CCSc1nnc2ccc(-c3ccc(OC)c(OC)c3)nn12,2.7,-2.3,4.1,0.2,3.8,3.3,0.3,3.9,5.4
O=C(NCc1ccccc1)c1ccc2c(=O)n(CC3CCCO3)c(=S)[nH]c2c1 (configuration not stated),6.0,-1.0,13.4,12.9,0.0,-0.1,-2.2,-0.1,-6.3
CCOC(=O)C1=C(C)N(c2ccccc2)C(=O)C1,2.3,4.1,1.6,13.3,3.3,-1.8,2.0,-0.2,1.2
CCCC(C(=O)n1nc(C)cc1C)C(NS(=O)(=O)c1ccc(C)cc1)c1ccccc1 (configuration not stated),10.6,-10.7,-2.2,8.0,7.7,-2.4,1.7,-7.7,0.8
COc1ccc(CC(=O)N2N=C(C)CC2(O)C(F)(F)F)cc1 (configuration not stated),-1.0,1.4,-1.9,5.8,1.8,-4.1,-1.8,-3.4,4.0
COC(=O)CNC(=O)c1ccccc1C,2.8,-0.1,-2.1,-4.2,-0.3,1.4,-0.6,1.3,-1.7
COc1ccc(NC(=O)[C@@H](NC(=O)c2ccccc2F)C(C)C)cc1S(=O)(=O)N1CCOCC1,3.4,-1.8,0.5,3.5,0.7,2.7,0.4,4.7,2.8
Cc1cc(C(=O)N/N=C/c2ccc(-c3ccc([N+](=O)[O-])cc3Cl)o2)n[nH]1,5.0,4.1,2.8,8.0,1.8,-0.2,0.2,2.6,7.7
O=C(Nc1cccc(F)c1)c1ccc(CSc2ccccc2)o1,8.4,-1.4,-0.7,1.6,9.7,-3.5,-2.2,0.8,-9.8
